NTMT1 inhibitor = inhibitors of human N-terminal methyltransferase NTMT1. Q9BV86. NTMT1 MTase-Glo SAH luminescence, purified enzyme. Potency, µM (series often up to 114 µM), inactives show at the top dose activity change, negative = inhibition, actives largely listed as inhibitors. actives 2.5% (n = 59,000). AID 1645870;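 further: potency means the concentration at half of the fitted maximal effect; plate controls were DMSO vehicle for no effect and no enzyme for full effect; nearly all actives have a fitted effect of over 65% in size; many of its hits are not listed in these tables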
p53null 32C kill = kills p53 null cells at the permissive temperature; H1299-neo p53 null cells, ATP luminescence, 24 h, 32C; actives 0.62% (n = 55,000); AID 903; Potency, µM (titrated, usually from 46.1 µM), for inactives: at the top dose activity change, negative = cytotoxicity, most hits filed as cytotoxic;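 further: potency means the concentration at half of the fitted maximal effect; 0% = DMSO only and -100% = full killing by 100 µM tamoxifen; nearly all actives have a fitted effect of over 55% in size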
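We seeded p53-null H1299-neo cells, incubated them overnight at 37C, and added compounds across a range up to 46 uM. After 24 hours at 32C, ATP reagent was applied for 20 min at room temperature and luminescence recorded.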
FH mod = Identification of activators of human fumarate hydratase by quantitative high-throughput screening. Fumarate hydratase, mitochondrial (Homo sapiens), P07954. Potency, µM (doses to about 79.9 µM), for inactives: at the top dose activity change, negative = inhibition, usual class: inhibitors. actives 0.22% (n = 54,000). FH coupled MDH/diaphorase resazurin fluorescence, 15 min; further: potency means the concentration at half of the fitted maximal effect; on the % scale 0 is the no-effect control and ±100 the full control effect; the screen sought activators but most active calls are inhibition curves; nearly all actives have a fitted effect of over 45% in size
Target sequence (P07954 whole entry, looked up): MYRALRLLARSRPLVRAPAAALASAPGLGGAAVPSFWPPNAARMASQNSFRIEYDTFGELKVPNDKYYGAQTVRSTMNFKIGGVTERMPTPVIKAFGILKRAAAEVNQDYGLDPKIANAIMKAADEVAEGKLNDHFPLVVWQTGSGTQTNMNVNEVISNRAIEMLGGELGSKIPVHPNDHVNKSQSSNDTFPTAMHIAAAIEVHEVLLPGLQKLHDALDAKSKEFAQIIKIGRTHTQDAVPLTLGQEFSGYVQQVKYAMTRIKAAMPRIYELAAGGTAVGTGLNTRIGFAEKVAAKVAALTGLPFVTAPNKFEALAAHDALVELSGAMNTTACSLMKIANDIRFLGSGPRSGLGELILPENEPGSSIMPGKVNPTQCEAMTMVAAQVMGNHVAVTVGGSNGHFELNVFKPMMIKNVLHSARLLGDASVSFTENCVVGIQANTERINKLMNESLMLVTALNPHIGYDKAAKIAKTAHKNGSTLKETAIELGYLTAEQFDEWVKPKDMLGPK
TSG101-PTAP inh = inhibitors of HIV-1 PTAP binding to human TSG101, validation; Q99816; Potency, µM (highest dose often 115 µM), for the others: at the highest dose activity change, negative = inhibition, hits mostly inhibitors; 44,000 tested, under 10 active; Fluorescence polarization, FITC-PTAP peptide/Tsg101, 20 min; AID 1347069; further: potency means the concentration at half of the fitted maximal effect; 0% is about no effect
Target sequence (Q99816 whole entry, looked up): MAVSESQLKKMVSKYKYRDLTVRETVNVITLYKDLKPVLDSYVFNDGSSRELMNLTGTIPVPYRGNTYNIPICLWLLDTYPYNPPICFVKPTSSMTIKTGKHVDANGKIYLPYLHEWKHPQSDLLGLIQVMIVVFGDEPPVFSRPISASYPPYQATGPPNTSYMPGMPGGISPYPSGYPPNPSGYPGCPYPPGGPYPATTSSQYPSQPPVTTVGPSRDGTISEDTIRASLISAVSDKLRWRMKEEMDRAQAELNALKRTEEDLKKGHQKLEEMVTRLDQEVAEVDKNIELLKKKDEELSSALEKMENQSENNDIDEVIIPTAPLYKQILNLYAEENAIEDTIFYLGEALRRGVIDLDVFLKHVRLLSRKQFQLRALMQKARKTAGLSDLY
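Steps: Tsg101 binding domain (10 uM final) in HEPES pH 7.5/NaCl/Tween 20/EDTA/TCEP; add compound; add FITC-PTAP peptide (50 nM final); incubate 20 min r.t.; read polarization.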
GALK inhibitor = inhibitors of human galactokinase (GALK); recombinant GALK, Kinase-Glo ATP luminescence, 1 h; Potency, µM (highest dose often 57.5 µM), without a hit: top-dose activity, negative = inhibition, most hits filed as inhibitors; 44,000 tested, under 10 active;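 further: plate controls were full GALK reaction for no effect and reaction lacking GALK for full effect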
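Compounds were pinned into ATP buffer, then GALK-galactose mix was added (final 5 nM enzyme, 35 uM ATP, 100 uM galactose, pH 8.0). After 1 h at room temperature, Kinase-Glo Plus was added and luminescence read.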
p53null 39C tox = selectivity test: cytotoxicity in p53 null cells, nonpermissive temperature; H1299 p53-null (neo) cells, 39C, ATPlite viability, 24 h; Potency, µM (series often up to 46.1 µM), for inactives: top-dose activity, negative = cell killing, actives largely listed as cytotoxic; actives 0.97% (n = 55,000); AID 904;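 further: potency means the concentration at half of the fitted maximal effect; 0% = DMSO only and -100% = full killing by 100 µM tamoxifen; nearly all actives have a fitted effect of over 50% in size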
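Cells seeded at 600/well, 37C overnight. Compound added (up to 46 uM), plates shifted to 39C for 24 hr. ATPlite added, luminescence read after 20 min at room temperature.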
B2AR arrestin ag = agonists recruiting beta-arrestin to human beta2-adrenergic receptor; HTLA Tango cells, beta-arrestin recruitment, luciferase luminescence, 18 h; Potency, µM (doses to about 46.1 µM), without a hit: at the highest dose activation, hits mostly activators; 44,000 tested, under 10 active; AID 1347077;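 further: potency means the concentration at half of the fitted maximal effect; 0% = DMSO and full agonism = EC100 isoproterenol or metaproterenol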
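Tango cells (recombinant beta2-AR, beta-arrestin, tTA-driven luciferase), 1500/well in DMEM 1% FBS, treated 18 h at 37 °C with compounds up to 46 µM; luciferin mix added, luminescence read after 15 min; %activity curves fitted and curve-classed.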
* marks the source's active call; other numbers are inactive results; u = inconclusive; x = not tested or not shown; [ ] = remark or other dose. The call rests on the fitted dose curve; in most records, active means well fitted curve in the direction sought with a large enough effect; inconclusive means small, poorly fitted or top-dose-only effect, or another doubt; inactive means no such curve, though single readings can be large; an effect the other way counts as inactive or inconclusive. Some of the compounds tested, so the mix of outcomes need not match the whole.

SMILES	NTMT1 inhibitor	p53null 32C kill	FH mod	TSG101-PTAP inh	GALK inhibitor	p53null 39C tox	B2AR arrestin ag
O=C(Nc1ccc(Br)cc1F)c1cc2nc(-c3ccco3)cc(C(F)(F)Cl)n2n1	5.7%	-0.9%	-1.7%	-6.3%	3.0%	-13.4%	-0.2%
COc1ccc(OC)c(CCNC(=O)CCCn2c(=O)c3cccn3c3ccc(F)cc32)c1	24.0%	6.0%	-1.5%	-2.2%	4.5%	46.9%[activator]	0.0%
O=C(NCc1cccc(Cl)c1)c1cnc(N2CCCCC2)c2ccccc12	-1.9%	40.6%[activator]	-29.0%	-0.7%	4.2%	4.7%	0.7%
Cc1ccc2oc(-c3ccc(C)c(NC(=O)/C=C/c4ccc(Cl)cc4)c3)nc2c1	4.4%	-11.8%	7.6%	-2.5%	-2.3%	-27.7%	0.7%
Cc1ccc(OCC(=O)Nc2nnc(S(=O)(=O)N3CCc4ccccc43)s2)cc1	38.9%[activator]	4.5%	-20.7%	-0.8%	-7.1%	-1.9%	-0.2%
CCOC(=O)Cc1ccc(NC(=O)N(C(C)C)C2CCN(C(C)=O)CC2)cc1	-0.9%	-8.4%	12.5%	-2.1%	-0.3%	-13.3%	-2.6%
O=C(NCc1ccc2c(c1)CCN2C(=O)c1ccc(F)cc1)c1ccc(Br)o1	-0.2%	7.7%	-28.0%	-4.2%	-0.1%	-4.6%	4.5%
O=C(NC1CCCCCC1)C1c2ccccc2C(=O)N1Cc1ccc(F)cc1 (configuration not stated)	10.1%	-2.5%	-13.4%	8.3%	7.3%	-6.2%	0.2%
CCN(CC)CCCNC(=O)C1CCN(S(C)(=O)=O)CC1	7.7%	-5.7%	-16.8%	-3.6%	-2.2%	-7.8%	0.3%
Cc1nc(SC(C)C(=O)Nc2ccccc2C)cc(-c2ccccc2)n1 (configuration not stated)	10.7%	-6.1%	1.1%	-0.2%	0.9%	4.2%	-1.2%
CCOCCn1ccc2c(OCC(=O)Nc3cc(C)cc(C)c3)cccc2c1=O	7.0%	-2.6%	-22.5%	1.1%	-8.4%	-13.8%	-3.4%
O=C(c1ccc(F)cc1)n1nc(-c2cccnc2)nc1NCc1ccccc1	0.1%	-2.5%	-19.5%	-1.6%	3.7%	-1.6%	0.1%
Cc1cc(O)c(C(c2cccc(F)c2)N2CCC(C)CC2)c(=O)n1Cc1ccco1 (configuration not stated)	-19.6%	-5.9%	-5.7%	-0.2%	1.1%	19.6%	-0.5%
O=C(Nc1ccc2nc(SCC(=O)N3CCCc4ccccc43)sc2c1)c1ccc(F)cc1	11.2%	-7.6%	-6.9%	7.0%	1.8%	-12.1%	-1.8%
Cc1c(Cl)cccc1-c1ccc(CNc2ccc3[nH]c(=O)[nH]c3c2)o1	-15.1%	-7.8%	-20.4%	-2.4%	0.7%	-0.9%	-3.6%
CCCOc1ccc(C(=O)Nc2cc3c(cc2N2CCCCC2)n(C)c(=O)n3C)cc1	x	-2.9%	x	-0.1%	-6.0%	20.3%	-2.3%
COc1ccc(CN2C(=O)N(c3ccc(C)cc3)C(=O)C2CC(=O)Nc2ccccc2)cc1OC (configuration not stated)	-0.7%	-1.1%	u	-0.6%	5.3%	-7.7%	0.8%
Cc1ccc(OCc2nc(-c3ccc(C(=O)N4CCN(c5cccc(C(F)(F)F)c5)CC4)cc3)oc2C)cc1	1.9%	5.3%	u	2.5%	-10.9%	4.9%	0.3%
Cc1nc(-c2ccc(F)cc2)sc1CCNC(=O)c1ccc(OC(C)C)cc1	-2.7%	-11.1%	u	-2.7%	-0.2%	56.6%[activator]	-0.7%
CSCCC(NS(=O)(=O)c1ccc2c(c1)oc(=O)n2C)C(=O)NCc1ccccc1 (configuration not stated)	-24.0%	-7.2%	-3.6%	-2.3%	8.4%	-18.2%	-2.1%
COc1ccc(-c2csc3nc(-c4ccc(C)cc4)oc(=O)c23)cc1OC	u	-28.8%	17.9%	-1.4%	2.6%	u	0.8%
COC(=O)c1sc2cccc(F)c2c1S(=O)(=O)NCc1ccc(Cl)cc1	0.0%	2.7%	u	1.7%	-0.8%	-20.0%	-0.1%
Cc1ccc([N+](=O)[O-])c(Oc2ncnc3c2oc2ccccc23)c1	10.3%	0.7%	u	-5.4%	1.0%	25.3%	-2.1%
O=S1(=O)c2ccccc2N(Cc2ccccc2Cl)c2ccccc21	-6.9%	7.0%	-8.2%	-2.4%	-0.3%	-9.0%	0.9%
Cc1ccc(-c2nc3c(cnn3-c3ccccc3)c(=O)n2-c2ccc(Cl)cc2)cc1	1.1%	2.7%	-11.5%	5.8%	0.0%	20.2%	-0.1%
O=C(Cn1c(=O)n(CC2CCCO2)c(=O)c2ccccc21)Nc1cccc(Cl)c1 (configuration not stated)	6.2%	5.3%	-1.7%	-3.3%	6.1%	2.2%	-1.8%
O=C(CSc1nc2c(c(=O)[nH]1)CN(Cc1ccc(F)cc1)CC2)Nc1cccc(C(F)(F)F)c1	3.7%	0.0%	-26.0%	1.5%	0.7%	12.6%	-2.5%
CCCCc1nn2c(=O)cc(COC(=O)c3ccc(NC(=O)C4CCCCC4)cc3)nc2s1	27.5%	2.4%	-13.5%	-0.2%	3.2%	16.8%	-0.3%
Cc1cccc(C)c1OC(=O)CSc1nnc(-c2ccc3c(c2)OCO3)o1	5.6%	19.5%	4.9%	0.0%	3.8%	7.0%	1.2%
CC1CCCN(S(=O)(=O)c2ccc3c(c2)c(=O)nc2ccccn23)C1 (configuration not stated)	-29.9%	-2.3%	0.5%	-3.4%	1.7%	22.7%	0.4%
Cc1ccc(NC(=O)Cn2c(=O)n(Cc3ccc4c(c3)OCO4)c(=O)c3oc4ccccc4c32)cc1C	15.2%	0.5%	-12.6%	-2.9%	-0.2%	-7.8%	0.0%
Cc1ccc(C(=O)Nc2ccc3oc(-c4cc(Br)ccc4Cl)nc3c2)cc1	0.1%	-3.9%	0.9%	-2.3%	2.6%	-8.7%	0.8%
Cc1cccc(-c2nc(CN3CCCC(C(=O)NCc4ccc(Cl)cc4)C3)c(C)o2)c1 (configuration not stated)	0.9%	0.9%	-22.4%	-3.8%	1.3%	u	-0.2%
COC(=O)C1CCN(S(=O)(=O)c2cc3c4c(c2)CC(=O)N4CCC3)CC1	-12.6%	-4.0%	-5.9%	-14.1%	-2.9%	-12.2%	-2.1%
CCCn1c(CNC(=O)c2ccc(F)cc2)nc2ccccc21	-2.3%	1.2%	-4.0%	-1.5%	5.4%	0.5%	0.9%
COc1cccc(CNCCSc2nnnn2C)c1OCc1ccc(Cl)cc1Cl	-14.6%	-8.8%	u	-0.1%	-1.3%	-29.2%	0.8%
Cc1ccc2onc(CNC(=O)N3CCN(c4cc(Cl)ccc4C)CC3)c2c1	6.6%	18.6%	u	-3.5%	-5.8%	35.3%[activator]	0.3%
CCOC(=O)c1c(S(=O)(=O)N2CCC(C(=O)NCc3ccccc3OC)CC2)c(C)n(C)c1C	6.1%	3.9%	-2.7%	-1.5%	1.7%	-1.3%	-0.4%
CCCCC(=O)NC1(C(F)(F)F)C(=O)Nc2c1c(=O)[nH]c(=O)n2-c1ccc(F)cc1 (configuration not stated)	17.2%	-4.0%	-3.6%	0.9%	0.4%	2.8%	0.5%
COc1cccc(NC(=O)c2oc3ccccc3c2NC(=O)c2ccc(F)c(F)c2)c1	-0.7%	u	-2.3%	0.0%	5.1%	-12.3%	0.7%
COc1ccccc1CNC(=O)CCS(=O)(=O)c1ccc2c(c1)CCN2C(C)=O	x	-7.2%	x	-0.6%	-6.2%	-13.2%	0.1%
O=C(Cn1ncc2c(Cl)cccc21)NCc1cccc(Br)c1	5.9%	u	-2.4%	0.4%	4.5%	u	-1.3%
Cc1nn(CC(=O)NCc2ccc(Cl)cc2)c(=O)c2cc3sccc3n12	12.5%	-2.2%	-0.6%	1.3%	2.2%	-4.3%	-1.6%
Cc1ccccc1CSc1nnc2[nH]c(=O)cc(-c3ccccc3)n12	-0.5%	-3.6%	0.6%	-0.2%	-3.6%	10.7%	-4.2%
CCCN1C(=O)c2[nH]nc(-c3ccc(OC)cc3)c2C1c1ccccn1 (configuration not stated)	u	1.0%	u	-1.2%	1.9%	-17.2%	1.1%
Cc1ccc2c(c1)C(c1ccccc1)N(C(=O)c1ccc(S(=O)(=O)N3CCCCC3)cc1)CC(=O)N2 (configuration not stated)	4.5%	19.5%	-18.0%	-1.6%	-1.6%	1.6%	0.5%
CCOC(=O)c1c(C)[nH]c(C)c1S(=O)(=O)N1CCCC(C(=O)Nc2ncccc2C)C1 (configuration not stated)	10.2%	-2.3%	u	0.4%	0.2%	-4.4%	0.4%
COc1ccc(C)cc1NC(=O)C1CCN(S(=O)(=O)Cc2ccccc2)CC1	x	-3.2%	x	-5.6%	-11.7%	0.9%	-2.1%

Structures shown so far that contain an aryl methoxy group:
SMILES	NTMT1 inhibitor	p53null 32C kill	FH mod	TSG101-PTAP inh	GALK inhibitor	p53null 39C tox	B2AR arrestin ag
COc1ccc(OC)c(CCNC(=O)CCCn2c(=O)c3cccn3c3ccc(F)cc32)c1	24.0%	6.0%	-1.5%	-2.2%	4.5%	46.9%[activator]	0.0%
COc1ccc(CN2C(=O)N(c3ccc(C)cc3)C(=O)C2CC(=O)Nc2ccccc2)cc1OC (configuration not stated)	-0.7%	-1.1%	u	-0.6%	5.3%	-7.7%	0.8%
COc1ccc(-c2csc3nc(-c4ccc(C)cc4)oc(=O)c23)cc1OC	u	-28.8%	17.9%	-1.4%	2.6%	u	0.8%
COc1cccc(CNCCSc2nnnn2C)c1OCc1ccc(Cl)cc1Cl	-14.6%	-8.8%	u	-0.1%	-1.3%	-29.2%	0.8%
CCOC(=O)c1c(S(=O)(=O)N2CCC(C(=O)NCc3ccccc3OC)CC2)c(C)n(C)c1C	6.1%	3.9%	-2.7%	-1.5%	1.7%	-1.3%	-0.4%
COc1cccc(NC(=O)c2oc3ccccc3c2NC(=O)c2ccc(F)c(F)c2)c1	-0.7%	u	-2.3%	0.0%	5.1%	-12.3%	0.7%
COc1ccccc1CNC(=O)CCS(=O)(=O)c1ccc2c(c1)CCN2C(C)=O	x	-7.2%	x	-0.6%	-6.2%	-13.2%	0.1%
CCCN1C(=O)c2[nH]nc(-c3ccc(OC)cc3)c2C1c1ccccn1 (configuration not stated)	u	1.0%	u	-1.2%	1.9%	-17.2%	1.1%
COc1ccc(C)cc1NC(=O)C1CCN(S(=O)(=O)Cc2ccccc2)CC1	x	-3.2%	x	-5.6%	-11.7%	0.9%	-2.1%

Bioassay records as filed in PubChem.
